Screens deposited in PubChem BioAssay by several laboratories.
TRPC4 potent: positive allosteric modulators of TRPC4, primary screen, cell-based, mouse TRPC4beta, HEK293 mu-opioid, Fluo-4 calcium; Short transient receptor potential channel 4 (Mus musculus), Q9QUQ5; DAMGO EC20, Fluo-4 Ca2+ flux; active compounds read high; B-score at 10 µM; 0.42% of 310,000 active;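 active = B-score of calcium response area above 5 SD of library B-scores, with initial fluorescence ratio within 5 SD of library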;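 also: B-score of integrated fluorescence ratio over time as area under calcium response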
KCNQ1 pot: potentiators or activators of KCNQ1 channel, primary screen, cell-based, thallium flux, high-throughput. B-score at 10 µM. Potassium voltage-gated channel subfamily KQT member 1 (Homo sapiens), P51787. CHO-K1 KCNQ1, thallium flux FluxOR fluorescence; active compounds read high. 0.35% of 310,000 active;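 active = fluorescence ratio B-score, a plate-corrected score, at least three library SD, with initial intensity B-score within 5 SD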
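Medium – assay buffer, equal DMSO in all wells · Material – CHO-K1 cell line with stable KCNQ1 potassium channel expression · Signal – kinetic FluxOR thallium fluorescence, 10-s 1-Hz baseline, 110-s post-stimulus read · Compound – single concentration per compound, DMSO matched to controls · Schedule – 37 °C overnight plating, 90-min dark dye load, 20-min compound pretreatment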
Platelet DG rel: inhibitors of platelet dense granule secretion, primary screen, cell-based, MLPCN, human platelets; 0.22% of 300,000 active; human platelet-rich plasma, SFLLRN dense granule ATP release, luminescence; AID 1663, 2009; inhibition, %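 (compounds screened at 7.5 µM in platelet-rich plasma)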;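 active = mean replicate score, as percent of positive control, at or above 50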
KCNQ1 block: inhibitors of human KCNQ1 channel, primary screen, cell-based, thallium flux, high-throughput; B-score at 10 µM; CHO-K1 KCNQ1, FluxOR thallium flux fluorescence; active compounds read high; Potassium voltage-gated channel subfamily KQT member 1 (Homo sapiens), P51787; 1.3% of 310,000 active;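 active = compounds whose thallium flux B-score, printed positive for inhibition, exceeds three library SD while starting fluorescence stays within three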;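 also: channel opened by potassium depolarization with thallium stimulus after 20 min compound exposure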
PolyA inh: polyadenylation inhibitors in yeast reporter cells, primary screen, luminescence, S. cerevisiae | 0.02% of 300,000 active | calls only at 12 µM | S. cerevisiae SKY197-pL101 polyadenylation reporter, beta-gal luminescence; efflux-impaired pdr1/pdr3 knockout yeast; score 100 = 6 SD above DMSO;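 active = lowest replicate activity score at least 50, where 100 means six control SD above control mean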;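 also: yeast exposed to compound for 9 h at 30 °C; higher score means more reporter readthrough which indicates perturbed polyadenylation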
TRPC4 act: activators of mouse TRPC4 channel, primary screen, Fluo4 calcium, HEK293 TRPC4beta/mu-opioid cells; Short transient receptor potential channel 4 (Mus musculus), Q9QUQ5; Fluo4 calcium fluorescence; active compounds read high; B-score at 10 µM; 0.49% of 310,000 active; AID 2237, 2010;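 active = B-score above 5 SD of library B-scores, and initial fluorescence ratio not above library mean plus 5 SD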;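 also: positive B-score marks a calcium rise read as TRPC4 activation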
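Assay system – TRPC4beta and mu-opioid receptor HEK293 stable cells · Measured by – Fluo4 fluorescence, kinetic · Schedule – dye loading 45 min room temperature, 110 s kinetic read · Read-out – B-scored integrated calcium fluorescence ratio · Controls – buffer and maximal DAMGO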
KCNK3 block: human KCNK3 channel inhibitors, primary screen, CHO cells, FluxOR thallium flux, B-score; Potassium channel subfamily K member 3 (Homo sapiens), O14649; FluxOR fluorescence; active compounds read low; B-score at 10 µM; 0.84% of 340,000 active;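 active = B-score under library mean minus 4 SD, starting fluorescence ratio at most library mean plus 5 SD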;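 also: more negative B-score means stronger inhibition of thallium flux through KCNK3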
TRPC4 block: inhibitors of mouse TRPC4 channel, primary screen, Fluo4 calcium, HEK293 TRPC4beta/mu-opioid cells. Short transient receptor potential channel 4 (Mus musculus), Q9QUQ5. DAMGO-evoked Fluo4 calcium flux; active compounds read low. B-score at 10 µM. 0.39% of 300,000 active. AID 2247, 2010;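 active = B-score over 3 SD under the library average, no early fluorescence shift, positive overall ratio signal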
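Assay system – HEK293 line stably carrying TRPC4beta and mu-opioid receptor · Doses – single dose · Detection – Fluo4 calcium-dye fluorescence, kinetic read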
KCNK9 block: KCNK9 potassium channel inhibitors, primary screen, HEK293 cells, thallium flux; B-score at 10 µM; Potassium channel subfamily K member 9 (Homo sapiens), Q9NPC2; FluxOR thallium flux fluorescence; active compounds read low; 1.2% of 310,000 active;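 active = ratio B-score over 3 SD below the library mean, with starting fluorescence within 5 SD of its mean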;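 also: negative B-score means less thallium flux so channel inhibition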
hERG rescue: hERG rescue from dofetilide block, primary screen, cell-based, CHO-hERG, FluxOR thallium flux, dofetilide IC70; dofetilide IC70 present; activation (rescue from dofetilide block), less the hit threshold, % at 10 µM; 0.51% of 310,000 active; AID 1511, 2009;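 active = activation above the mean of controls blocked by dofetilide plus 5 SD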;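 also: thallium influx through hERG after potassium depolarization seen as dye fluorescence rise; in these data hits start at about 4.7%; inactives centre near -7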
Target sequence (Q12809 whole entry, looked up): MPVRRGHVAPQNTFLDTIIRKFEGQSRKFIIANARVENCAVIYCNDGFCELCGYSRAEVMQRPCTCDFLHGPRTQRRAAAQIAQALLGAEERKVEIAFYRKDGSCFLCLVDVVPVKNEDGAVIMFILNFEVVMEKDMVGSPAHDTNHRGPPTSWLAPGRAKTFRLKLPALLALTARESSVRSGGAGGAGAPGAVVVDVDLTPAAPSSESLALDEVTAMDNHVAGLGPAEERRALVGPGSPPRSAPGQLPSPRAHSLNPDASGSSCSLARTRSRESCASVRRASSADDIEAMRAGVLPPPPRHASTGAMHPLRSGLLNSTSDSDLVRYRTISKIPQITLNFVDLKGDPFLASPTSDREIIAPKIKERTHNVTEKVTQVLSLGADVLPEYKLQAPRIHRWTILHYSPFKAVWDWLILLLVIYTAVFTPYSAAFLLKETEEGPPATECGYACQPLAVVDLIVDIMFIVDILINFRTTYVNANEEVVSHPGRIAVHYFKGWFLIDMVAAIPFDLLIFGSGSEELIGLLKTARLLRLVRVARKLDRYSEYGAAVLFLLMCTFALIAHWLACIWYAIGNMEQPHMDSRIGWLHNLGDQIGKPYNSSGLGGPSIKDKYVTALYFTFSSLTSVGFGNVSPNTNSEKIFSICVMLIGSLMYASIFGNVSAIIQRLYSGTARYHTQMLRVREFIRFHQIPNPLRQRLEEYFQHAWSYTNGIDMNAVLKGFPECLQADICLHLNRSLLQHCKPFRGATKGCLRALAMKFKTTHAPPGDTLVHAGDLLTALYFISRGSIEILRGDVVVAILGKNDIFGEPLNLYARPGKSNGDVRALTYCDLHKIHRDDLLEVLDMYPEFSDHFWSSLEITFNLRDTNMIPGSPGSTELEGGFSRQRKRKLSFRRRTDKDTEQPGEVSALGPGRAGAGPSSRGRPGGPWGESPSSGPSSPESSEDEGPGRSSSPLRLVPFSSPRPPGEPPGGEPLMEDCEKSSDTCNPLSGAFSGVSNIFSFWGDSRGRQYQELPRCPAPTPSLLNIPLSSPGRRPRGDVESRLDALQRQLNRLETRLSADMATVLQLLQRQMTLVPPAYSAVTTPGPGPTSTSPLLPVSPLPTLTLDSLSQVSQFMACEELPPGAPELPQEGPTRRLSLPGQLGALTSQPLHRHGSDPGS
Dyrk1A ADPGlo: rat Dyrk1A kinase inhibitors, primary screen, biochemical, single point, plate reader; AID 504441, 2011; inhibition, % at 12.5 µM; ADP-Glo luminescence, NFATc1 peptide; Dual specificity tyrosine-phosphorylation-regulated kinase 1A (Rattus norvegicus), Q63470; 0.43% of 310,000 active; in the data active = inhibition above about 50%;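 also: plate controls were vehicle with enzyme for no effect and no enzyme for full effect; many of its hits are not listed in these tables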
The depositor's hits bear a star; i = inactive; x = not tested or not shown. A portion of the library (hit frequency here may not be typical).

SMILES	TRPC4 potent	KCNQ1 pot	Platelet DG rel	KCNQ1 block	PolyA inh	TRPC4 act	KCNK3 block	TRPC4 block	KCNK9 block	hERG rescue	Dyrk1A ADPGlo
O=C(Nc1ccc(Cl)cc1)NC1CCCCC1	i	i	x	i	i	i	i	i	i	-5	3
CC(=O)Nc1cccc(NC(=O)CSc2nc(=O)n(CCN3CCOCC3)c3c2CCC3)c1	i	i	-4	i	i	i	i	i	i	-9	0
O=C(CCN1C(=O)C2CCCCC2C1=O)NNC(=O)c1cccc(Cl)c1 (configuration not stated)	i	i	7	i	i	i	i	i	i	-1	-4
NC(=O)c1cc(-c2ccccc2)nc(Oc2ccccc2)n1	i	i	5	i	i	i	i	i	i	-6	3
Cc1ccc(CNC(=O)CCNC(=O)c2ccc(Br)o2)cc1	i	i	-6	i	i	i	i	i	i	-11	-1
Cc1ccc(-n2ncc3c(NCc4ccccc4)ncnc32)cc1	i	i	2	i	i	i	i	i	i	-5	-1
O=C(NCc1ccc2c(c1)OCO2)c1nn(-c2ccccc2)c(=O)c2ccccc12	i	i	15	i	i	i	i	i	i	-4	3
O=C(CSc1nc(-c2ccc(F)cc2)cs1)N1CCOCC1	i	i	-2	i	i	i	i	i	i	-8	7
O=C(Nc1ccccc1)C1CC(=O)N(C2CCCCC2)C1 (configuration not stated)	i	i	x	i	x	i	i	i	i	-4	-1
Cc1cc(C(C)(C)C)oc1C(=O)N(CC(=O)NC1CCCC1)Cc1ccc(Cl)cc1	i	i	7	i	i	i	i	i	i	-7	-6
CC(C)(C)NC(=O)NC(=O)CN1c2cccc3cccc(c23)S1(=O)=O	i	i	3	i	i	i	i	i	i	-2	3
COc1ccc(C(=O)N/C(=C\c2ccc([N+](=O)[O-])cc2)C(=O)NC(CCSC)C(=O)O)cc1 (configuration not stated)	i	i	12	i	i	i	i	i	i	-4	-2
OCCN(Cc1ccccc1)Cc1ccccc1Cl	i	i	-9	i	i	i	i	i	i	-7	8
O=C(c1ccc(CNS(=O)(=O)c2cccc(C(F)(F)F)c2)cc1)N1CCOCC1	i	i	1	i	i	i	i	i	i	-9	12
O=C(CCC1CCCN(C(=O)c2ccc3[nH]ccc3c2)C1)N1CCN(c2ccccn2)CC1 (configuration not stated)	i	i	2	i	i	i	i	i	i	-20	5
O=C(NNS(=O)(=O)c1ccc(F)cc1)c1ccc(O)cc1	i	i	10	i	i	i	i	i	i	-4	-4
CCNc1nc(N)nc(Oc2ccc(OCC)nn2)n1	i	i	5	i	i	i	i	i	i	-2	x
COc1ccc(NC(=O)C2CCN(C(=O)c3ccccc3)CC2)cc1OC	i	i	0	i	i	i	i	i	i	-4	-2
N#Cc1c(Nc2ccc(F)cc2)sc(C(=O)c2ccc(F)cc2)c1N	i	i	0	i	i	i	i	i	i	-3	-1
CC(C)(C)c1ccc(-c2nnc(SCC(=O)NC3CCS(=O)(=O)C3)n2N)cc1 (configuration not stated)	i	i	-2	i	i	i	i	i	i	-10	0
Cc1cc2cc(CNC(=O)c3cccc([N+](=O)[O-])c3)ccc2n1C	i	i	1	i	i	i	i	i	i	-14	1
CCCOC(=O)C1=C(C)NC2=C(C(=O)CCC2)C1c1cccs1 (configuration not stated)	i	i	5	i	i	i	i	i	i	-11	4
Cc1nc2ncnn2c(C)c1CCC(=O)NCCc1ccccc1	i	i	2	i	i	i	i	i	i	-5	3
CC(C)(C)c1ccc(OCC(O)CN2CCCC2)cc1 (configuration not stated)	i	i	2	i	i	i	i	i	i	-6	-3
O=C(CCS(=O)(=O)c1cc(Br)cc2c1N(C(=O)C1CC1)CC2)NCC1CCCO1 (configuration not stated)	i	i	-8	i	i	i	i	i	i	-4	5
O=[N+]([O-])c1ncccc1OCc1ccc(-c2ccccc2)cc1	i	i	-14	i	i	i	i	i	i	-18	-3
CCn1c(SCC(=O)NCc2ccccc2)nnc1-c1cccnc1	i	i	10	i	i	i	i	i	i	-8	-5
CC(C)(C)c1ccc(S(=O)(=O)N2CCN(C(=O)C3CCC3)CC2)cc1	i	i	-8	i	i	i	i	i	i	-1	5
CCOc1cc2c(cc1OCC)C(c1ccc(OC)c(OC)c1)N(c1ccc(C(=O)O)cc1)C(=O)C2 (configuration not stated)	i	i	8	i	x	i	i	i	i	-10	-1
O=c1c2c3c(sc2nc(NCCOCCO)n1Cc1ccco1)CCCCC3	i	i	-1	i	i	i	i	i	i	1	x
CCCNC(=O)NC(=O)CSc1nnc(-c2c[nH]c3ccccc23)o1	i	i	-1	i	i	i	i	i	i	-3	-1
C=CCN(c1ccc(Cl)cc1)S(=O)(=O)c1cccc(C(=O)OCC(=O)N(C)C)c1	i	i	26	i	i	i	i	i	i	-1	0
C/C(=C\C=C\c1ccccc1)C(=O)c1c(C)cc(C)[nH]c1=O	i	i	2	i	i	i	i	i	i	-6	-2
Cc1ccn2cc(-c3cccc([N+](=O)[O-])c3)nc2c1	i	i	x	i	x	i	i	i	i	-6	0
CCOc1ccccc1CNC(=O)CCCn1ccc2cc(S(=O)(=O)N3CCCC3)ccc21	i	i	10	i	i	i	i	i	i	-8	x
Cc1c(C(=O)O)cc(C(C)(C)C)n1CCSCCO	i	i	-1	i	i	i	i	i	i	-8	3

Given with two lines to a compound: part of the list above
Each structure is followed by: TRPC4 potent | KCNQ1 pot | Platelet DG rel | KCNQ1 block | PolyA inh | TRPC4 act | KCNK3 block | TRPC4 block | KCNK9 block | hERG rescue | Dyrk1A ADPGlo
- O=c1c2c3c(sc2nc(NCCOCCO)n1Cc1ccco1)CCCCC3
→ i | i | -1 | i | i | i | i | i | i | 1 | x
- CCCNC(=O)NC(=O)CSc1nnc(-c2c[nH]c3ccccc23)o1
→ i | i | -1 | i | i | i | i | i | i | -3 | -1
- C=CCN(c1ccc(Cl)cc1)S(=O)(=O)c1cccc(C(=O)OCC(=O)N(C)C)c1
→ i | i | 26 | i | i | i | i | i | i | -1 | 0

Remaining list, next part:
SMILES	TRPC4 potent	KCNQ1 pot	Platelet DG rel	KCNQ1 block	PolyA inh	TRPC4 act	KCNK3 block	TRPC4 block	KCNK9 block	hERG rescue	Dyrk1A ADPGlo
Cc1cc(Cl)ccc1C(=O)C1CCCN(C(=O)CN2CCOC2=O)C1 (configuration not stated)	i	i	-12	i	i	i	i	i	i	-10	-3
Cc1ccc(NC(=S)NNC(=O)c2nn(C)cc2Cl)cc1	i	i	1	i	i	i	i	i	i	-5	8
Cc1cc(C)nc(NS(=O)(=O)c2ccc(NC(=O)Cc3ccccc3)cc2)n1	i	i	-3	i	i	i	i	i	i	-1	-1
Cc1ccc(F)cc1NC(=O)C1CC(=O)N(CCc2ccccc2)C1 (configuration not stated)	i	i	-5	i	i	i	i	i	i	-12	-4
Cc1nn(Cc2ccccc2)c(Cl)c1C(=O)NCCc1ccc(Cl)cc1	i	i	-4	i	i	i	i	i	i	-2	-5
O=C(CO/N=C/c1ccccc1OC(F)F)N1CCc2ccccc21	i	i	3	i	i	i	i	i	i	-6	3
Cc1nccn1CC(=O)N/N=C/c1c[nH]c2ccccc12	i	i	9	i	i	i	i	i	i	-2	1
COc1cc(C(=O)NCC(C)C)cc(OC)c1OC	i	i	-2	i	i	i	i	i	i	-8	-7
CCOCCn1c(CN2CCN(C(=O)c3ccco3)CC2)nc2c1c(=O)n(C)c(=O)n2C	i	i	9	i	i	i	i	i	i	-8	2
CCOc1ccc(C2NC(=O)C(C#N)=C(S)N2c2cccc(C)c2)cc1OC (configuration not stated)	i	i	-6	i	i	i	i	i	i	-15	-4
Cc1cc2occ(CC(=O)NC3(C)CCS(=O)(=O)C3)c2cc1C (configuration not stated)	i	i	15	i	i	i	i	i	i	-4	-8
COc1ccc(N2CCN(C(CNC(=O)c3cccc(Cl)c3)c3cccnc3)CC2)cc1 (configuration not stated)	i	i	-2	i	i	i	i	i	i	-9	11
C=CCOc1ccc(C2OC34CCCCC3C(C#N)(C#N)C2(C#N)C(=N)O4)cc1 (configuration not stated)	i	i	-3	i	i	i	i	i	i	5.6*	8
CCCCC(CC)CNC(=O)CN(C)S(=O)(=O)c1cccc2nsnc12 (configuration not stated)	i	i	-2	i	i	i	i	i	i	-17	-5
O=C1CSC(c2ccccc2F)N1c1ccccc1F (configuration not stated)	i	i	0	i	i	i	i	i	i	-5	0
Cc1ccccc1CN1CCCC(C(=O)N2CCCCC2)C1 (configuration not stated)	i	i	2	i	i	i	i	i	i	-5	-3
COCCCN1C(=O)C(=O)/C(=C(/O)c2ccc(S(=O)(=O)N3CCCCC3)cc2)C1c1ccc(OC)cc1 (configuration not stated)	i	i	-5	i	i	i	i	i	i	-5	-1
O=C(CN1C(=O)c2ccccc2S1(=O)=O)N1CCN(Cc2ccc3c(c2)OCO3)CC1	i	i	15	i	i	i	i	i	i	2	-3
COc1cccc(Nc2n[nH]c(=S)s2)c1	i	i	-4	i	i	i	i	i	i	-13	2
Cc1noc(C)c1COc1ccc(CC(=O)NCc2ccccc2)cc1	i	i	1	i	i	i	i	i	i	4	5
CCn1c(SCC(=O)NC(C)(C)C)nc(O)cc1=O	i	i	-4	i	i	i	i	i	i	-13	-1
CC1CCN(c2cc(N(C)CCO)c([N+](=O)[O-])c3nonc23)CC1	i	i	-3	i	i	i	i	i	i	-4	0
CCOC(=O)C(NCCc1ccccc1F)(NC(C)=O)C(F)(F)F (configuration not stated)	i	i	-4	i	i	i	i	i	i	-1	3
CSCCC(NC(=O)c1ccc([N+](=O)[O-])cc1Cl)C(=O)OCC(=O)NCCCc1ccccc1 (configuration not stated)	i	i	0	i	i	i	i	i	i	-18	-4
NC(=NC1CCCCC1)NS(=O)(=O)c1ccccc1	i	i	-2	i	i	i	i	i	i	-6	0
